# Screening results deposited in PubChem by The Scripps Research Institute Molecular Screening Center.
# HGIII-sPLA2 inh – Blocks human group III sPLA2 activity | QFRET BODIPY PC-A2 liposome hydrolysis, fluorescence | inhibition, % at 12.2 µM | 370,000 tested, 0.56% active;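 active = inhibition above mean plus 3 SD of compounds lying within the high and low control bounds, cut at about 19% in these data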;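 note: 0% = median of test compound wells and 100% = no enzyme DMSO wells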
# Target sequence (Q9NZ20 whole entry, looked up): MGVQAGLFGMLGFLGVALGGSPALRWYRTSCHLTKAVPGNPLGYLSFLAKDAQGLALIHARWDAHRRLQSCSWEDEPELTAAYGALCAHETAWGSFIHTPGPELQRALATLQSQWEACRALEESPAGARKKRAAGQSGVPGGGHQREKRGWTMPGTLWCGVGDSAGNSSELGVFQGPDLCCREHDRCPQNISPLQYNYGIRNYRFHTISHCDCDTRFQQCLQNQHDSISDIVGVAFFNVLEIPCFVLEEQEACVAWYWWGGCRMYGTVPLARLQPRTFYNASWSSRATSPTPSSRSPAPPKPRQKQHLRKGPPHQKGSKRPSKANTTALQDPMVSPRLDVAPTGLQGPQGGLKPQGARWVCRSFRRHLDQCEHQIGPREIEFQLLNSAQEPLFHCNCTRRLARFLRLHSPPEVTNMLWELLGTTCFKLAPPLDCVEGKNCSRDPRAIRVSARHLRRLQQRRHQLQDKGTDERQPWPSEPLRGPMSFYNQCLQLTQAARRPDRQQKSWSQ
# PLCg1 inh – PLC-gamma1 (human) inhibition, primary screen | AID 720700 | 370,000 tested, 0.84% active | purified PLC-gamma1, fluorogenic substrate, fluorescence | P19174 | inhibition, % at 12.2 µM; in the data active = inhibition above about 9.5%
# hcDAF-12 act – activates DAF-12 receptor from parasite H. contortus. 370,000 tested, 1.4% active. HEK293 hcDAF-12 lit1-tk-luc reporter, luminescence; 0% DMSO, 100% Δ7-dafachronic acid. activation, % at 6.8 µM;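 active = activation above the mean of all tested compounds plus 3 SD, cut at about 5.5% in these data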;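 note: 100% = response to 3 µM Δ7-dafachronic acid high control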
# GAA850 FXN act – activators of GAA850 frataxin (FXN) promoter | HEK293 lucGAA850 FXN promoter luciferase reporter, 24 h; percent of 10 µM SAHA response | activation, % at 6 µM | 360,000 tested, 0.56% active | AID 540364;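 active = activation above the average of all compounds screened plus 3 SD, cutoff fixed separately per campaign, cut at about 7.5% in these data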;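 note: 0% = DMSO wells and 100% = 10 µM SAHA wells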
# hgDAF-12 ag – activates the H. glycines DAF-12 receptor ligand-binding domain. 370,000 tested, 1.8% active. AID 687014. HEK293 GAL4-hgDAF12 UAS-luciferase reporter, agonist luminescence; normalized to butyrate control. activation, % at 6.8 µM;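 active = activation above a cutoff set at the mean of all screened compounds plus 3 SD, cut at about 10% in these data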;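 note: 0% = DMSO wells and 100% = sodium butyrate wells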
# ADAM17 inh – inhibits human ADAM17; inhibition, % at 6.95 µM; 370,000 tested, 0.83% active; P78536; recombinant ADAM17, EDANS/DABCYL FRET peptide cleavage;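 active = inhibition above the mean of compounds lying between control limits plus 3 SD, set per campaign, cut at about 8.5% in these data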;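 note: 0% = DMSO-only wells as the low control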
# DAX1 inh-1 – inhibits human nuclear receptor DAX1; AID 504766; HEK293 Gal4-DAX1 luciferase reporter, luminescence; inhibition, % at 6.75 µM; 340,000 tested, 0.99% active; P51843;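 active = inhibition above the mean over all tested compounds plus 3 SD, cut at about 4.2% in these data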;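 note: 0% = DAX1-transfected cells with DMSO and 100% = empty-vector control cells with DMSO; inhibition shows as a rise in luminescence from relieved DAX1 repression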
# DAX1 inh-2 – inhibitors of DAX1 repression of SF-1 activated StAR promoter; HEK293T StAR-luciferase reporter, SF-1/DAX-1 repression relief; inhibition, % at 6.8 µM; AID 652010; 370,000 tested, 1.1% active;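 active = inhibition above the mean over all tested compounds plus 3 SD, cut at about 3.6% in these data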;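 note: 0% = DAX-1 cells with DMSO and 100% = cells lacking DAX-1 with DMSO; higher inhibition means more luminescence from relief of DAX-1 repression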
# ADAM10 inh – inhibitors of human ADAM10 | AID 720582 | O14672 | recombinant ADAM10, EDANS/DABCYL FRET peptide cleavage, 3 h | inhibition, % at 7 µM | 370,000 tested, 0.62% active;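 active = inhibition above a per-campaign cutoff equal to the mean of compounds falling between control-based bounds plus 3 SD, cut at about 20% in these data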;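 note: 0% = DMSO wells while the 100% control is not disclosed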
# Target sequence (O14672 214-748 limits assumed): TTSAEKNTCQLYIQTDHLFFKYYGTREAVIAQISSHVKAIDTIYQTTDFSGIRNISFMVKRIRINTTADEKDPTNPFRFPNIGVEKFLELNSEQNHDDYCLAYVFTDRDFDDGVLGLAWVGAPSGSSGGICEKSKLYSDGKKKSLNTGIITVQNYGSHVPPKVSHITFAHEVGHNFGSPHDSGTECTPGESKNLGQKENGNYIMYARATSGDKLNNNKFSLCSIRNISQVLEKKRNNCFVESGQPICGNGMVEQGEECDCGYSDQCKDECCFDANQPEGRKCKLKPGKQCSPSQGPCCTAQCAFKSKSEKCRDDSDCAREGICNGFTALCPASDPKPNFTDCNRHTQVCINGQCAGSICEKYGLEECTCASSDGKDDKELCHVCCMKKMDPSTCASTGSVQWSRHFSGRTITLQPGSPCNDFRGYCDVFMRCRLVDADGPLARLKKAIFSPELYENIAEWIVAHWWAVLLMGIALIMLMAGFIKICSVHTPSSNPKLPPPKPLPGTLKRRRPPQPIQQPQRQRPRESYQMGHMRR
# ssDAF12 agonist – activates DAF-12 receptor from parasite S. stercoralis; 370,000 tested, 1% active; HEK293 ssDAF-12/GRIP1 lit1-tk-luc reporter, luminescence; % of 3 µM dafachronic acid response; activation, % at 6.8 µM;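 active = activation above the mean over all tested compounds plus 3 SD, cut at about 0.9% in these data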;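 note: 0% = DMSO-only wells and 100% = 3 µM delta7-dafachronic acid wells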
# PLC-beta3 inh – PLC-beta3 (human) inhibition, primary screen | Q01970 | inhibition, % at 12.2 µM | Purified PLC-beta3, fluorogenic substrate, fluorescence | AID 720704 | 370,000 tested, 0.18% active; in the data active = inhibition above about 11%;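 note: 0% = median of compound wells on plate and 100% = full blocker control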
# * marks the source's active call; other numbers are inactive results; i = inactive; nt = not tested or not shown; & = joins results of further samples. Random draw from the library, and some 6.9% of all compounds hit somewhere here.
SMILES,HGIII-sPLA2 inh,PLCg1 inh,hcDAF-12 act,GAA850 FXN act,hgDAF-12 ag,ADAM17 inh,DAX1 inh-1,DAX1 inh-2,ADAM10 inh,ssDAF12 agonist,PLC-beta3 inh
CCOC(=O)C(=O)NCC1CCCN1S(=O)(=O)c1cccs1 (configuration not stated),-2.9,-0.9,1.8,-0.7,-1.6,-3.5,0.1,1.6,-0.8,-0.5,-0.1
C#CCOCCOCCOCCNc1nc(N2CCOCC2)nc(N2CCN(C(=O)CCCCCCCCCCNC(=O)[C@H](CO)n3cc(CCCSC)nn3)CC2)n1,-60.5,0.9,-2.6,-0.1,-3.8,0.8,-0.9,-0.1,3.2,-1.4,-0.5
Cc1ccc2c(c1)nnn2C1CCN(CC(=O)N2c3ccccc3CC2C)CC1 (configuration not stated),-6.5,0.3,-0.5,1.6,-0.3,-2.8,-1.8,-0.5,-4.0,-1.9,-1.6
O=C1Nc2ccccc2C12OCCCCO2,-0.3,1.1,-0.7,2.2,1.4,-0.5,-0.2,0.5,4.8,-1.1,-1.4
CCCNS(=O)(=O)c1ccc(CCC(=O)NCc2cccnc2)cc1,-4.2,0.1,-1.7,0.3,-0.2,-3.4,1.2,-0.5,-3.1,-0.5,0.0
O=Cc1c(NCc2ccccc2F)c2ccccc2[nH]c1=O,0.7,-0.1,-1.4,1.0,0.3,-0.5,1.5,0.0,7.3,-1.3,-4.5
O=C(Nc1ccccc1C(=O)Nc1ccncc1)c1cccc([N+](=O)[O-])c1,-7.3,0.9,-2.1,1.2,-0.9,-3.5,-0.6,-3.4,-1.5,-0.7,-10.3
CCOC(=O)N1CCN(C(=O)C(CC)n2nc(C)c3sc4ccccc4c3c2=O)CC1 (configuration not stated),-1.9,5.1,1.1,-0.4,1.8,-1.8,-1.4,0.8,-4.7,-0.7,3.2
CCC(C(=O)N1CCN(c2ccccn2)CC1)n1nc(C)n2c(cc3occc32)c1=O (configuration not stated),4.1,1.5,0.5,0.2,0.1,-3.5,1.1,-0.3,-7.4,-1.1,-6.9
CN(C)C(=O)c1ccc(NC(=O)c2ccccc2Sc2ccccc2C#N)cc1,1.1,6.9,-0.5,0.9,2.1,2.7,-0.1,-0.3,10.4,-2.1,4.8
O=C(O)CCc1ccc(-c2ccc(Br)cc2)n1CC(=O)O,-24.4,-47.4,2.9,2.8,3.2,-15.0,-0.1,0.5,-46.8,-1.0,-53.8
Cc1c(C(=O)Nc2ccc(Cl)cc2)c2ccccn2c1CCc1ccncc1,14.0,-282.1,0.9,7.3,6.3,-59.5,-0.1,2.1,-163.1,-1.1,-282.6
CCOc1cc(C(=O)Nc2cc3c(cc2N2CCCC2)n(C)c(=O)n3C)cc(OCC)c1OCC,7.7,-41.2,1.2,0.2,0.0,-12.3,0.4,2.6,-45.2,-1.1,-80.2
COC(=O)c1cc(-c2c[nH]c3ccccc23)n[nH]1,-35.0,8.6,5.3,0.4,3.8,6.5,0.7,-0.7,17.8,-1.2,1.6
Cc1ccc(NC(=O)/C(=C\c2cccnc2)NC(=O)c2ccccc2)cc1,5.0,0.5,-1.0,-0.2,-1.0,-5.2,0.4,0.8,1.7,-0.9,-5.3
Cc1ccc(-c2nnc(SCC#N)n2N)cc1,1.2,-1.7,0.2,0.0,-0.8,-6.7,0.8,0.2,-5.7,-1.1,-1.2
Cc1ccc(C(=O)CC(Nc2ccc(F)cc2)c2ccccc2)cc1 (configuration not stated),-3.5,1.4,-0.5,3.1,-3.8,2.7,1.4,-0.1,4.9,-1.1,1.8
CCCCNC(=O)C[C@H]1C[C@@]2(C(=O)OC)C(=C[C@H](C(C)C)O[C@@H]2C2CC2)N(Cc2ccccc2)C1=O,-1.3,-2.8,-0.8,nt,0.1,-1.8,nt,0.6,-6.8,-1.0,1.2
N#C/C(=C/c1ccc(-c2cc([N+](=O)[O-])ccc2Cl)o1)C(N)=O,2.6,0.8,-2.0,-1.0,-4.9,-2.8,9.3*,-2.1,-6.8,-1.8,-9.1
CCOC(=O)c1cc(NC(=O)N2CCOCC2)c(C)nc1C,0.9,-2.5,0.4,-0.8,-1.0,-5.9,0.1,-0.2,-9.0,-1.4,-1.4
c1coc(CNc2nc3nonc3nc2NCc2ccco2)c1,-8.9,-13.0,-2.7,-2.4,-4.1,-2.7,-1.1,-2.0,-27.1,-2.0,-16.0
CC(C)n1cc(/C=N\NC(=O)c2cc3c(ccc4ccccc43)o2)c2ccccc21,-2.5,-17.2,0.7,0.7,-1.2,-7.0,-0.3,0.1,-31.0,0.3,-22.8
COCCn1c(SCC(=O)NC(=O)NC2CCCC2)nc2ccccc2c1=O,1.1,-0.9,-0.8,0.3,0.7,2.6,-0.6,-1.8,2.4,-0.6,-3.8
Cc1nnc(SCc2cc([N+](=O)[O-])cc3c2OCOC3)[nH]c1=O,-1.8,-0.3,-1.8,1.8,-0.3,-1.3,0.0,-0.4,0.5,-1.4,-6.4

# Sorted by the number under ADAM17 inh (lowest first): some entries from above.
SMILES	ADAM17 inh
CCOc1cc(C(=O)Nc2cc3c(cc2N2CCCC2)n(C)c(=O)n3C)cc(OCC)c1OCC	-12.3
CCCCNC(=O)C[C@H]1C[C@@]2(C(=O)OC)C(=C[C@H](C(C)C)O[C@@H]2C2CC2)N(Cc2ccccc2)C1=O	-1.8
Cc1nnc(SCc2cc([N+](=O)[O-])cc3c2OCOC3)[nH]c1=O	-1.3

# Remaining list, next part:
SMILES,HGIII-sPLA2 inh,PLCg1 inh,hcDAF-12 act,GAA850 FXN act,hgDAF-12 ag,ADAM17 inh,DAX1 inh-1,DAX1 inh-2,ADAM10 inh,ssDAF12 agonist,PLC-beta3 inh
CSc1nsc(SCC(=O)Nc2cccc(C(C)=O)c2)n1,-14.1,0.0,3.8,0.3,7.7,-2.3,-0.6,0.0,4.5,-1.4,0.4
COC(=O)CCCCC(=O)OC,-2.7,-1.2,-1.2,-1.8,2.4,-2.4,0.7,1.0,-6.3,-1.0,-1.2
O=C(NCc1ccc(OC(F)(F)F)cc1)c1cc(-c2ccccc2)nn1CC1CC(c2cccnc2)=NO1 (configuration not stated),-15.9,3.3,-0.5,-1.0,-2.6,6.1,0.1,-0.1,20.1*,-1.5,5.9
COc1ccc(CNC(C)C(=O)Nc2ccc3ccccc3c2)cc1OC (configuration not stated),0.2,-1.4,-1.1,2.2,-2.2,-1.1,-0.3,-0.5,-1.8,-1.9,-4.8
O=C(COC(=O)c1cc(-c2ccc(F)cc2)nc2ccccc12)NCC1CCCO1 (configuration not stated),-20.4,-110.8,-1.3,-0.7,1.7,-126.3,-0.2,-1.2,-451.2,-0.8,-134.8
Cc1ccc(C(=O)N[C@H](C(=O)N2CCN(c3ccccc3F)CC2)C(C)C)cc1,2.3,4.5,0.6,-1.9,-1.6,-2.1,0.3,0.2,-1.4,-0.7,-1.3
CCC(=O)N(CCO)Cc1cc2ccc(C)c(C)c2[nH]c1=O,-3.5,-0.8,-1.5,0.1,-0.9,-17.1,0.1,-0.2,-49.5,-0.5,-3.6
N#Cc1cnc(SCC(=O)Nc2ccccc2C(F)(F)F)nc1N,-3.1,-10.2,-1.8,-0.3,0.6,-13.6,0.5,-0.3,-42.7,-1.2,-18.5
Cc1ccc(C)c(S(=O)(=O)N(C)c2ccc(OC(=O)C3CCN(C(=O)Nc4ccccc4)CC3)cc2)c1,-15.5,1.9,-0.9,3.0,0.2,6.8,0.2,-0.6,3.2,-1.1,2.0
O=C(CCc1nnc(CCc2ccccc2)o1)N1CCCC1c1nccs1 (configuration not stated),3.0,-0.5,2.1,-0.3,0.8,-6.2,-0.1,-0.1,-1.3,-1.3,-5.7
CCC(C)NC(=O)CSc1nc2ccsc2c(=O)n1-c1ccc(OC)cc1 (configuration not stated),1.6,3.1,-1.8,1.0,-0.3,-3.0,-0.4,-0.8,5.3,-1.1,-0.9
O=C(NC1CCCCC1)NC1CCN(CC(=O)N2CCOCC2)CC1,1.8,-0.5,-1.6,1.4,1.9,-2.5,0.1,-0.6,1.4,-1.2,0.6
NC(=O)c1ccsc1NC(=O)CN1C(=O)C2CC=CCC2C1=O (configuration not stated),0.1,0.8,-2.2,1.2,-0.7,-2.0,1.5,-0.3,2.8,-1.1,0.5
O=C(CCCc1ccccc1)Nc1ccnn1C1CCN(Cc2ccccn2)CC1,2.8,-7.8,-1.4,-2.0,-0.9,1.5,0.3,-0.7,-10.0,-1.0,-18.6
CC(C(=O)Nc1ccccc1Br)N1c2cccc3cccc(c23)S1(=O)=O (configuration not stated),-3.7,-67.2,0.1,3.5,1.5,-24.9,-0.7,0.6,-67.8,-0.8,-114.2
CC1CCCCN1Cc1c(O)ccc2c(=O)c(-c3ccccc3)coc12 (configuration not stated),-0.9,i,-0.3,0.2,0.2,-426.4,1.2,0.2,i,-1.1,i
C/C(N)=C(/C#N)C(=O)COC(=O)CCSc1ccccc1,-7.8&-3.5,5.0&-0.1,-0.6&-1.8,-1.3&-1.6,0.8&0.8,3.4&-0.9,-0.1&2.7,0.6&-0.2,-0.3&0.8,-0.5&-1.3,1.3&1.4
CC(=O)OCCCN(C)CC/C=C1/c2ccccc2CSc2ccccc21,-17.5,-0.1,-0.8,1.2,-0.1,-3.5,0.1,-0.1,-1.3,1.0*,-8.7
CCc1cccc(C)c1NC(=O)CN(C)Cc1ccccc1F,0.0,3.4,-2.8,-0.9,1.3,6.6,-1.0,-1.2,8.7,-1.5,7.3
Nc1nnc(SCC(=O)NNC(=O)c2ccc([N+](=O)[O-])cc2)s1,-4.4,2.6,-0.8,2.6,-1.0,-2.9,0.1,1.9,1.7,-1.8,1.3
COc1ccc(C(=O)N2CCC[C@H]2C(=O)N2CCC[C@@H]2C(=O)NCc2ccccc2)cc1F,-3.4,-3.3,-0.7,nt,0.4,-3.2,nt,0.4,-0.7,-0.7,0.9
CC1CCN=C(N)S1 (configuration not stated),1.9,1.9,0.3,1.9,-0.1,-1.1,0.4,0.0,-11.4,-1.0,3.3
Cc1ccc(C)c(S(=O)(=O)c2c[nH]c(=S)[nH]c2=O)c1,5.2,-1.6,-0.7,1.0,1.1,-1.7,1.9,-1.6,-2.1,-1.2,-5.5
COC(=O)[C@]12CCCCC=C1N(CCC1=CCCCC1)C(=O)[C@H](CC(=O)NCCc1ccccc1OC)C2,-9.9,-1.7,-1.9,nt,-1.2,0.6,nt,-0.9,7.1,-1.7,1.8
O=C(CNS(=O)(=O)c1c(F)cc(F)cc1Br)OCC(=O)N1CCCC1=O,12.2,1.1,-1.4,-1.9,-2.5,0.6,-0.1,0.0,3.5,-0.8,-8.8
CC(C)CC1(C(=O)NCCc2c[nH]c3ccccc23)C=CCN1C(=O)c1ccccc1 (configuration not stated),-44.5,-0.9,3.5,-1.4,0.7,-5.2,-0.1,-0.7,-6.1,0.2,-5.5
Cc1cccc(C)c1NC(=O)CCCSc1nnc(-c2ccco2)n1-c1ccccc1,-8.7,-0.5,-1.6,0.1,-3.5,-2.5,-1.0,-0.4,0.7,-0.8,-3.8
COc1ccc(OC)c(N2CC(O)=C(c3nc4ccccc4s3)C2=N)c1,2.5,-27.6,-1.9,-0.9,-3.9,-8.9,0.2,-1.0,-27.0,-1.2,-37.9
